# From PubChem BioAssay
# BioA inh = blocks M. tuberculosis BioA enzyme activity. purified M. tuberculosis BioA enzyme, plate reader. inhibition, % at 9.99 µM. 0.096% of 360,000 active. AID 602481; in the data active means inhibition above about 40%
# * marks the source's active call; other numbers are inactive results. A portion of the library; rates above refer to the full screens.
# Start of the data: the first four records, ahead of the listing:
> CO[C@@H]1CN(C)C(=O)c2cc(NC(=O)C3CCC3)ccc2OC[C@H](C)N(Cc2ccccn2)C[C@H]1C
  BioA inh: -0.8

> COc1ccc(NC(=O)Nc2cccc3c2O[C@H](CN(C)S(=O)(=O)c2cccs2)[C@H](C)CN([C@H](C)CO)C3=O)cc1
  BioA inh: 1.8

> C[C@H]1CCCCO[C@H](CN(C)C(=O)c2ccccc2)[C@@H](C)CN([C@@H](C)CO)C(=O)c2cc(NC(=O)CCCN(C)C)ccc2O1
  BioA inh: -0.2

> C[C@@H]1CN([C@H](C)CO)C(=O)c2cc(NC(=O)Nc3ccc(C(F)(F)F)cc3)ccc2O[C@H]1CN(C)S(=O)(=O)c1cn(C)cn1
  BioA inh: 3.2

# All compounds of this part, from the first entry:
> CO[C@@H]1CN(C)C(=O)c2cc(NC(=O)C3CCC3)ccc2OC[C@H](C)N(Cc2ccccn2)C[C@H]1C
  BioA inh: -0.8

> COc1ccc(NC(=O)Nc2cccc3c2O[C@H](CN(C)S(=O)(=O)c2cccs2)[C@H](C)CN([C@H](C)CO)C3=O)cc1
  BioA inh: 1.8

> C[C@H]1CCCCO[C@H](CN(C)C(=O)c2ccccc2)[C@@H](C)CN([C@@H](C)CO)C(=O)c2cc(NC(=O)CCCN(C)C)ccc2O1
  BioA inh: -0.2

> C[C@@H]1CN([C@H](C)CO)C(=O)c2cc(NC(=O)Nc3ccc(C(F)(F)F)cc3)ccc2O[C@H]1CN(C)S(=O)(=O)c1cn(C)cn1
  BioA inh: 3.2

> C[C@H]1CN([C@@H](C)CO)S(=O)(=O)c2ccc(C#CCN(C)C)cc2O[C@H]1CN(C)C
  BioA inh: -6.9

> C[C@H]1CN([C@@H](C)CO)C(=O)c2cc(C#CC3CC3)cnc2O[C@H]1CN(C)Cc1ccccc1C(=O)O
  BioA inh: -0.5

> C[C@H](CO)N1C[C@H](C)[C@@H](CN(C)C(=O)Nc2ccccc2)Oc2ncc(C#CC3CC3)cc2C1=O
  BioA inh: -0.4

> Cc1ccc(S(=O)(=O)Nc2ccc3c(c2)CC(=O)N([C@@H](C)CO)C[C@H](C)[C@H](CN(C)S(=O)(=O)c2ccc(C)cc2)O3)cc1
  BioA inh: 1.0

> C[C@H](CO)N1C[C@H](C)[C@@H](CN(C)C(=O)c2cccnc2)Oc2cc(-c3cccc(C#N)c3)ccc2S1(=O)=O
  BioA inh: 2.3

> COc1ccc(CNC(=O)C[C@@H]2CC[C@H](NS(=O)(=O)c3cccc(OC)c3)[C@H](CO)O2)cc1
  BioA inh: -2.4

> O=C(C[C@H]1C[C@H]2c3cc(NS(=O)(=O)c4ccccc4)ccc3O[C@H]2[C@@H](CO)O1)NC1CCCC1
  BioA inh: 2.5

> C[C@H](CO)N1C[C@H](C)[C@H](CN(C)C(=O)c2ccccc2F)Oc2ncc(-c3cccnc3)cc2C1=O
  BioA inh: -1.3

> COc1ccccc1CNC(=O)C[C@@H]1C[C@H]2c3cc(NC(=O)C4CCC4)ccc3O[C@H]2[C@@H](CO)O1
  BioA inh: 1.0

> O=C(NCc1ccc(F)cc1)[C@H]1C[C@H]2C(=O)N3CCC[C@H]3C(=O)N2[C@H]1c1ccc(O)cc1
  BioA inh: -4.4

> CC(C)NC(=O)Nc1cccc2c1O[C@H](CN(C)Cc1ccc(C(F)(F)F)cc1)[C@H](C)CN([C@H](C)CO)C2=O
  BioA inh: -3.1

> COc1ccc(CNC(=O)C[C@H]2C[C@@H]3c4cc(NC(=O)C5CCC5)ccc4O[C@@H]3[C@H](CO)O2)cc1
  BioA inh: 0.1

> COc1ccc(CN(C)C[C@H]2OCCCC[C@H](C)Oc3ccc(NS(=O)(=O)c4cn(C)cn4)cc3C(=O)N([C@H](C)CO)C[C@H]2C)cc1
  BioA inh: -1.9

> CCOC(=O)C1=CC[C@@H](c2ccccc2)[C@@H]1C(=O)c1ccc(OC)cc1
  BioA inh: -3.0

> O=C(C[C@H]1CC[C@@H]2[C@H](COC[C@@H](O)CN2CCC(F)(F)F)O1)N1CCC(Cc2ccccc2)CC1
  BioA inh: 1.8

> COc1ccc(S(=O)(=O)N(C)C[C@@H]2Oc3ncc(C#Cc4ccc(F)cc4)cc3C(=O)N([C@H](C)CO)C[C@@H]2C)cc1
  BioA inh: -3.9

> O=C(c1ccccn1)N1C[C@H]2[C@@H](c3ccccc31)[C@@H](CO)N2C(=O)C1CCOCC1
  BioA inh: -2.3

> CC(C)C#Cc1ccc([C@@H]2[C@@H](C#N)N(C(=O)c3cccc(F)c3)[C@@H]2CO)cc1
  BioA inh: 1.2

> C[C@@H]1CCCCO[C@H](CN(C)C(=O)Nc2ccc3c(c2)OCO3)[C@H](C)CN([C@H](C)CO)C(=O)c2cc(NC(=O)CCC(F)(F)F)ccc2O1
  BioA inh: 1.6

> CO[C@@H]1CN(C)C(=O)c2ccc(NC(=O)Nc3ccccc3Cl)cc2OC[C@@H](C)N(S(=O)(=O)CC(F)(F)F)C[C@H]1C
  BioA inh: -4.8

> C[C@@H]1CN([C@@H](C)CO)C(=O)c2cc(NC(=O)CCC(F)(F)F)ccc2O[C@@H](C)CCCCO[C@H]1CN(C)Cc1ccncc1
  BioA inh: -2.7

> CN(C)CC#Cc1cccc(-c2nc(C(=O)O)cc3c2[C@H](CCO)N(S(=O)C(C)(C)C)C3)c1 (some centres undefined)
  BioA inh: -1.6

> C[C@H](O)C#Cc1cnc2c(c1)C(=O)N([C@@H](C)CO)C[C@@H](C)[C@@H](CN(C)C(=O)c1ccccc1F)O2
  BioA inh: 0.1

> COCC(=O)N(C)C[C@@H]1Oc2ncc(C#Cc3ccccc3)cc2C(=O)N([C@@H](C)CO)C[C@@H]1C
  BioA inh: 2.7

> O=C(Nc1ccccc1F)N1C[C@H]2[C@@H](c3ccccc31)[C@H](CO)N2C(=O)C1CCOCC1
  BioA inh: -0.8

> C[C@@H]1CN([C@@H](C)CO)C(=O)Cc2cc(NC(=O)Cc3ccccc3)ccc2O[C@H]1CN(C)Cc1ccncc1
  BioA inh: 3.2

> CCC(=O)N[C@H]1C=C[C@@H](CC(=O)NCc2ccc(OC)cc2)O[C@@H]1CO
  BioA inh: -1.8

> CNC[C@H]1OCCCC[C@@H](C)Oc2ccc(NC(=O)C3CCCCC3)cc2C(=O)N([C@H](C)CO)C[C@H]1C
  BioA inh: 0.5

> CNC[C@H]1OCCCC[C@H](C)Oc2ccc(NC(=O)Cc3ccccc3)cc2C(=O)N([C@H](C)CO)C[C@@H]1C
  BioA inh: -2.9

> CC(C)NC(=O)Nc1ccc2c(c1)C(=O)N([C@H](C)CO)C[C@@H](C)[C@@H](CN(C)S(=O)(=O)c1ccc(F)cc1)OCCCC[C@H](C)O2
  BioA inh: 3.2

> CO[C@@H]1CN(C)C(=O)c2ccc(NS(=O)(=O)c3ccc(C)cc3)cc2OC[C@@H](C)N(C)C[C@@H]1C
  BioA inh: -0.4

> Cc1cc(C(=O)Nc2cccc3c2O[C@@H](CN(C)S(C)(=O)=O)[C@@H](C)CN([C@@H](C)CO)C3=O)n(C)n1
  BioA inh: -13

> O=C(C[C@H]1CC[C@H]2[C@@H](COC[C@@H](O)CN2Cc2ccc(Oc3ccccc3)cc2)O1)N1CCCCC1
  BioA inh: 0.9

> CO[C@H]1CC[C@H]2CCOc3ccc(C#N)cc3C(=O)N(C)CCCC(=O)N(C)C[C@H]1O2
  BioA inh: -1.3

> C=CC[C@]1(C(=O)N2CCOCC2)COC(c2ccc(OCCCO)cc2)=N1
  BioA inh: -0.2

> C[C@H](CO)N1C[C@H](C)[C@H](CN(C)C(=O)C2CCOCC2)Oc2cc(C3=CCCC3)ccc2S1(=O)=O
  BioA inh: -1.1

> Cc1noc(C)c1S(=O)(=O)Nc1cccc2c1O[C@@H](CN(C)C)[C@@H](C)CN([C@H](C)CO)C2=O
  BioA inh: -0.6

> O=S(=O)(c1ccc(F)cc1)N1C[C@H]2[C@@H](c3ccccc31)[C@H](CO)N2Cc1ccc2c(c1)OCO2
  BioA inh: 1.0

> C[C@@H]1CN([C@@H](C)CO)C(=O)c2ccccc2-c2ccccc2CO[C@H]1CN(C)S(=O)(=O)c1ccc(F)cc1
  BioA inh: 1.6

> CO[C@H]1CN(C)C(=O)c2ccc(NC(=O)c3ccccc3)cc2OC[C@@H](C)N(C(=O)CN(C)C)C[C@H]1C
  BioA inh: -2.4

> COc1ccc(NC(=O)N(C)C[C@@H]2OCCCC[C@@H](C)Oc3ccc(NS(=O)(=O)c4cn(C)cn4)cc3C(=O)N([C@@H](C)CO)C[C@H]2C)cc1
  BioA inh: 1.6

> O=C(N[C@H]1CC[C@H](CC(=O)N2CCCCC2)O[C@H]1CO)c1ccc2c(c1)OCO2
  BioA inh: -2.6

> C[C@H](CO)N1C[C@H](C)[C@@H](CN(C)C(=O)Nc2ccc3c(c2)OCO3)OCCCC[C@H](C)Oc2ccc(NC(=O)Cc3ccccc3)cc2C1=O
  BioA inh: -6.6

> COc1ccccc1-c1cnc2c(c1)C(=O)N([C@@H](C)CO)C[C@H](C)[C@@H](CN(C)Cc1ccc(F)cc1)O2
  BioA inh: 0.1

> CO[C@@H]1CN(C)C(=O)c2cc(NC(=O)Nc3cccc(F)c3)ccc2OC[C@H](C)N(C(=O)Nc2c(C)noc2C)C[C@H]1C
  BioA inh: -0.5

> C[C@H]1CN([C@@H](C)CO)C(=O)c2cc(C3=CCCC3)cnc2O[C@@H]1CN(C)C(=O)c1ccc2c(c1)OCO2
  BioA inh: 2.8

> C[C@@H]1CN([C@@H](C)CO)S(=O)(=O)c2ccc(C#CCC3CCCC3)cc2O[C@@H]1CN(C)C(=O)c1cnccn1
  BioA inh: -2.8

> C[C@H]1CN([C@@H](C)CO)C(=O)CCCn2cc(nn2)CO[C@H]1CN(C)C(=O)Nc1cccc(C(F)(F)F)c1
  BioA inh: -3.9

> C[C@@H]1CN([C@@H](C)CO)C(=O)c2cc(C3=CCCC3)cnc2O[C@@H]1CN(C)C(=O)CN1CCOCC1
  BioA inh: 2.7

> O=C(CCN1CCCCC1)NCC[C@H]1CC[C@@H](NC(=O)C2CCCC2)[C@@H](CO)O1
  BioA inh: 1.7

> CN(C)CCCNC(=O)C[C@@H]1CC[C@@H](NC(=O)c2ccccc2F)[C@@H](CO)O1
  BioA inh: -2.2

> COc1ccccc1-c1cnc2c(c1)C(=O)N([C@H](C)CO)C[C@H](C)[C@@H](CN(C)Cc1cccc(F)c1)O2
  BioA inh: 4.9

> CN(C)C(=O)C[C@@H]1C=C[C@H](NC(=O)NC2CCCCC2)[C@@H](CO)O1
  BioA inh: 2.6

> CCCC(=O)Nc1ccc2c(c1)C(=O)N(C)C[C@H](OC)[C@@H](C)CN(C(=O)c1ccccn1)[C@@H](C)CO2
  BioA inh: -4.3

> C[C@H]1CN([C@@H](C)CO)C(=O)c2cc(C#CC3(O)CCCC3)cnc2O[C@H]1CN(C)C
  BioA inh: -3.2

> Cc1ccc(S(=O)(=O)N(C)C[C@H]2Oc3ccc(NC(=O)CCC(F)(F)F)cc3CC(=O)N([C@H](C)CO)C[C@H]2C)cc1
  BioA inh: -0.7

> CCCC#Cc1cnc2c(c1)C(=O)N([C@@H](C)CO)C[C@@H](C)[C@H](CN(C)C(=O)c1ccccc1)O2
  BioA inh: 2.2

> CCCNC(=O)N(C)C[C@@H]1Oc2ncc(-c3ccccc3)cc2C(=O)N([C@H](C)CO)C[C@@H]1C
  BioA inh: -0.9

> CN(C)CC(=O)Nc1ccc2c(c1)[C@H]1C[C@H](CC(=O)NCc3cccnc3)O[C@H](CO)[C@H]1O2
  BioA inh: 6.1

> COc1ccccc1-c1cn(CC[C@@H]2CC[C@H](NC(=O)NC(C)C)[C@H](CO)O2)nn1
  BioA inh: -0.2

> CC(C)NC(=O)Nc1cccc2c1O[C@H](CN(C)S(=O)(=O)c1cn(C)cn1)[C@H](C)CN([C@H](C)CO)C2=O
  BioA inh: -3.2

> CCS(=O)(=O)NCC[C@@H]1CC[C@@H](NC(=O)Cc2ccccn2)[C@@H](CO)O1
  BioA inh: -1.1

> C[C@H]1CN([C@@H](C)CO)C(=O)c2cccc(NC(=O)Nc3cccc4ccccc34)c2O[C@H]1CN(C)Cc1ccc(-c2ccccc2)cc1
  BioA inh: -1.7

> O=C(Nc1ccccc1)N1C[C@H]2[C@@H](c3ccccc31)[C@H](CO)N2C(=O)c1cccnc1
  BioA inh: -5.4

> C[C@@H]1CN([C@@H](C)CO)C(=O)c2cc(N(C)C)ccc2O[C@H]1CN(C)Cc1ccncc1
  BioA inh: -2.0

> C[C@H](CO)N1C[C@H](C)[C@H](CN(C)S(=O)(=O)c2ccc(F)cc2)OCCCC[C@H](C)Oc2ccc(NC(=O)c3ccncc3)cc2C1=O
  BioA inh: 1.0

> COc1ccc(CN(C)C[C@@H]2Oc3c(NC(=O)Nc4c(C)noc4C)cccc3C(=O)N([C@@H](C)CO)C[C@H]2C)cc1
  BioA inh: 1.5

> CO[C@H]1CN(C)C(=O)c2ccc(NC(=O)C3CC3)cc2OC[C@H](C)N(CC2CC2)C[C@@H]1C
  BioA inh: -3.3

> O=C(C[C@@H]1C[C@@H]2c3cc(NC(=O)c4ccc5c(c4)OCO5)ccc3O[C@@H]2[C@@H](CO)O1)NCc1ccc(Oc2ccccc2)cc1
  BioA inh: -1.3

> C[C@@H]1CN([C@@H](C)CO)C(=O)c2c(c3ccccc3n2C)-c2ccccc2CO[C@H]1CN(C)S(=O)(=O)CC(F)(F)F
  BioA inh: 1.8

> CS(=O)(=O)N1CCCCN2[C@@H](CO)[C@@H](c3ccc(-c4cccc(C#N)c4)cc3)[C@@H]2C1
  BioA inh: -0.9

> O=C(N[C@@H]1CC[C@@H](CCNS(=O)(=O)c2ccc(Cl)cc2)O[C@@H]1CO)c1cnccn1
  BioA inh: -1.6

> [N-]=[N+]=NCc1ccccc1C[C@]1(C(=O)NCC(O)CO)COC(c2ccc(OCCCO)cc2)=N1 (some centres undefined)
  BioA inh: -0.4

> COc1cccc(S(=O)(=O)N[C@H]2CC[C@@H](CC(=O)NC3Cc4ccccc4C3)O[C@@H]2CO)c1
  BioA inh: -1.2

> C[C@@H]1CN([C@H](C)CO)C(=O)c2cc(NS(C)(=O)=O)ccc2O[C@H]1CN(C)S(=O)(=O)c1cn(C)cn1
  BioA inh: -1.3

> CCCC(=O)Nc1ccc2c(c1)C(=O)N(C)[C@@H]1CC[C@H](CC(=O)OC)O[C@H]1CO2
  BioA inh: -1.3

> C[C@@H]1CCCCO[C@H](CN(C)Cc2ccc3c(c2)OCO3)[C@@H](C)CN([C@H](C)CO)C(=O)c2cc(NS(=O)(=O)c3ccc(Cl)cc3)ccc2O1
  BioA inh: 1.1
